Source: PubChem BioAssay (National Center for Advancing Translational Sciences (NCATS))
Pf Dd2 inh – blocks in vitro growth of P. falciparum Dd2; P. falciparum Dd2 growth, SYBR Green, 72 h; Potency, µM (top dose mostly 28.9 µM), inactives show at the top dose activity, negative = inhibition, usual class: inhibitors; hit rate 4.3% among 120,000; AID 1347417; active = well fitted inhibition curve with a large enough effect; inconclusive = small, poorly fitted or top-dose-only effect; inactive = no such curve, though single readings can be large or run the other way;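 note: plate controls were DMSO vehicle for no effect and reference drug for full effect; nearly all actives have a fitted effect of over 65% in size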
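Infected erythrocytes (Dd2, 0.3% parasitemia, 2.5% hematocrit final) are added to compound in RPMI-1640/Albumax II medium, grown 72 h at 37C in low oxygen, then lysed with saponin/Triton-X containing SYBR Green and read by fluorescence.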
The depositor's hits bear a star; i = inactive; ? = inconclusive; [ ] = dose if it differs, or a comment. Potency is the fitted concentration of half-maximal effect.

SMILES | Pf Dd2 inh
CC(C(=O)O)C1CCOCC1 (stereo not given) | 22%
O=C(O)CCCC(=O)N1Cc2ccccc2CC2(CCCCN2CC2CCCC2)C1 (stereo not given) | 7%
O=c1c2c3c(nn2ccn1Cc1cc(=O)n2ccccc2n1)CCCC3 | -9%
Oc1c(C(c2ccccc2F)N2CCC3(CC2)OCCO3)sc2nc(-c3ccco3)nn12 (stereo not given) | 27%
Cc1ccc(Cl)cc1NC(=O)Cn1cc(S(=O)(=O)Cc2ccccc2Cl)c2ccccc21 | i
CCNC(=O)Cc1c[nH]c2ncc(-c3cccnc3OC)cc12 | i
Cc1ccc(C(=O)N2CCc3[nH]nc(C(=O)N(C)C)c3C2)cc1C | ?
CCc1nc(-c2c3n(c(=O)n(CC(=O)Nc4c(C)cccc4CC)c2=O)CCCC3)no1 | ?
COC[C@@H]1CN(Cc2ccc(OC)c(C)c2)C[C@H]1C(=O)N(C)C | ?
Cc1noc([C@@H]2CN(C(=O)CCc3nc4ccccc4s3)C[C@H]2C(N)=O)n1 | -9%
O=C(C1CC1)N1CCC(Cc2noc(-c3ccncc3)n2)C1 (stereo not given) | 43%[activator]
Cc1ccc(-n2ncc(C(=O)NCc3ccccc3)c2C2CCN(C(=O)OC(C)(C)C)CC2)cc1 | ?
Cc1ccncc1C(=O)N1[C@H]2CC[C@@H]1c1cnc(-c3ccccc3)nc1C2 | -25%
Cc1ccccc1CN1CC[C@H](c2nc3ncccc3[nH]2)C1 | 32µM*
O=c1[nH]nc2n1CCN(S(=O)(=O)c1ccc(F)cc1F)C2 | -7%
O=C1NCCCCCN(C(=O)c2ccco2)[C@@H]2C[C@@H](C(=O)N3CCc4ccccc4C3)C[C@H]12 | ?
COc1ccc(-c2nnc3ccc(N4CCCC4)nn23)nc1 | i
CCOc1ccccc1NC(=O)N1CC2CC(C1)[C@H]1CCCC(=O)N1C2 (stereo not given in full) | -10%
COCCN(C)Cc1c(C(=O)N(C)Cc2ccccc2)nc2ccccn12 | -18%
CC(C)n1c(CNC(=O)CC[C@H]2NC(=O)c3ccccc3NC2=O)nc2ccccc21 | ?

Single values from the list:
For Pf Dd2 inh, Cc1ccncc1C(=O)N1[C@H]2CC[C@@H]1c1cnc(-c3ccccc3)nc1C2 reads -25%
For Pf Dd2 inh, COCCN(C)Cc1c(C(=O)N(C)Cc2ccccc2)nc2ccccn12 reads -18%

More structures follow:
SMILES | Pf Dd2 inh
NCCc1ccc(CN2C[C@@H]3CC[C@H](C2)N(Cc2ccccc2)C3)cc1 | 11µM*
Cc1cccc(CNC(=O)CCC2CCN(S(=O)(=O)c3cccc(F)c3)CC2)c1 | -21%
O=C(c1ccccc1F)N1CCc2nc(C3CC3)nc(-c3ccc(Cl)cc3)c2C1 | -29%
O=C(c1ccc2ncccc2c1)N1CCC2(CC1)CC(CO)N(C(=O)c1ccccc1)C2 (stereo not given) | -16%
CC(C)c1ccc(NC(=O)C2(C)Cc3ccccc3C(=O)O2)cc1 (stereo not given) | 1%
CCCNC(=O)C[C@@H]1CCN(S(=O)(=O)c2c(C)noc2C)C[C@@H]1CC | -5%[44.1 µM]
COc1ccc(NC(=O)c2cnc3c(c2)N([S+](=O)([O-])c2cccnc2)CCC3)cc1OC | 3%
O=C(C1CCCC1)N1CC2(CCCN(CC3CC3)C2)Cc2ccccc21 (stereo not given) | ?
O=C(c1nc2sccn2c1Br)N1CCC(n2cc[nH]c2=O)CC1 | -18%
Cc1ccccc1NC(=O)CSc1nc2ccc(NC(=O)c3cccs3)cc2s1 | i
O=C(C1CC1)N1CCN2C(=O)NC[C@H]2C1 | 24%[76.6 µM]
Cc1cccc(NC(=O)Cn2cc(C(=O)C3CCCCC3)c3ccccc32)c1C | -12%
O=C(Cn1ncc2c3ccccc3n(Cc3ccc(F)cc3)c2c1=O)NCCCN1CCCCC1 | 5µM*
Cc1ccccc1-c1noc(-c2ccc(N3CCN(C)CC3)c([N+](=O)[O-])c2)n1 | 5%
O=C(O)c1ccc2c(c1)n(Cc1ccc(F)cc1)c(=O)c1ccnn12 | -12%
Cc1ccc2nc(NC(=O)CSc3[nH]c(=O)ncc3C)sc2c1 | -2%
COc1cccc(NS(=O)(=O)c2ccc3[nH]cc(C(=O)N(C)C4CCCCC4)c(=O)c3c2)c1 | -4%
CCc1cc(=O)n(CC(=O)NCc2ccc(OC)c(OC)c2)c(-c2ccccc2)n1 | i
N#Cc1cccc(NC(=O)N[C@H]2CO[C@H]3[C@@H]2OC[C@@H]3Nc2nccc(C3CCCC3)n2)c1 | ?
COC(=O)CNC(=O)N1CCN(C(=O)N2CC3CC(C2)[C@H]2CCCC(=O)N2C3)CC1 (stereo not given in full) | -8%

Laid out differently: entries from further up
O=C(C1CC1)N1CCN2C(=O)NC[C@H]2C1
  Pf Dd2 inh = 24%[76.6 µM]

Cc1cccc(NC(=O)Cn2cc(C(=O)C3CCCCC3)c3ccccc32)c1C
  Pf Dd2 inh = -12%

O=C(Cn1ncc2c3ccccc3n(Cc3ccc(F)cc3)c2c1=O)NCCCN1CCCCC1
  Pf Dd2 inh = 5µM*

The list goes on.
SMILES | Pf Dd2 inh
Cc1cnc(C(=O)NC2C[C@H]3CC[C@@H](C2)N3C(=O)c2ccc(OC(C)C)cc2)cn1 (stereo not given in full) | i
OCC1(Cc2ccc(F)cc2F)CCCN(c2cnc3ccccc3n2)C1 (stereo not given) | ?
NCc1ccc(-c2cccc(C(F)(F)F)c2)cc1 | ?
COc1ccc(-c2cn3c(n2)sc2cc(C(=O)NC(C)C45CC6CC(CC(C6)C4)C5)ccc23)cc1 (stereo not given) | 1%
CCc1cnc(C)nc1N1CCC(Oc2ccccc2OC)(C(=O)O)CC1 | 5%
CC(NC(=O)c1ccc2c(c1)CC(=O)N2C)c1ccccc1 (stereo not given) | i
Cn1ncc(N2CCCC(CC(=O)NCc3ccccc3F)C2)cc1=O (stereo not given) | 9%
CN(C)[C@@H]1CN(C(=O)c2ccccc2F)CC[C@]1(O)c1ccccc1 | 15%[5.79 µM]
COC(=O)CNC(c1ccccc1)c1cc(Br)ccc1NC(=O)c1ccccc1 (stereo not given) | ?
Cc1ccc(NC(=O)CSc2nc3ccccc3c3nc(CCn4cncc4C)nn23)c(C)c1 | 8%
COc1ccc(C(=O)/C=C/c2cn(CC(O)CN3CCCCCC3)c3ccccc23)cc1OC (stereo not given) | ?
CN(C(=O)CSc1nc2ccccc2n1CC(=O)NCc1ccc(F)cc1)c1ccc(F)cc1 | 18%
CCOc1ccccc1NC(=O)c1cc2n(n1)CC(c1ccc(Cl)cc1)OC2 (stereo not given) | i
COc1cccc(-c2noc(-c3nc(-c4ccc5c(c4)OCO5)no3)n2)c1OC | -24%
O=C(NC1CCN(C(=O)N2CC3CC(C2)[C@H]2CCCC(=O)N2C3)CC1)C1CC=CC1 (stereo not given in full) | -7%
COCC1CN(C2CCC2)CC12CCN(C(=O)C(C)C)CC2 (stereo not given) | -11%
COc1ccccc1-c1cc(-c2cccnc2)c2cncn2c1 | ?
Cc1nc(-c2cn(C3CCCN(C(=O)c4cccc(Cl)c4)C3)nn2)no1 (stereo not given) | i
COc1ccccc1-c1[nH]ncc1CN1CCCN(S(=O)(=O)c2ccccc2)CCC(=O)NCC1 | ?
OC(Cn1ccnc1-c1cc(F)ccc1-n1cccn1)c1ccccc1 (stereo not given) | -9%

Next part; it opens with the five that closed the last part.
SMILES | Pf Dd2 inh
COCC1CN(C2CCC2)CC12CCN(C(=O)C(C)C)CC2 (stereo not given) | -11%
COc1ccccc1-c1cc(-c2cccnc2)c2cncn2c1 | ?
Cc1nc(-c2cn(C3CCCN(C(=O)c4cccc(Cl)c4)C3)nn2)no1 (stereo not given) | i
COc1ccccc1-c1[nH]ncc1CN1CCCN(S(=O)(=O)c2ccccc2)CCC(=O)NCC1 | ?
OC(Cn1ccnc1-c1cc(F)ccc1-n1cccn1)c1ccccc1 (stereo not given) | -9%
Cc1ccc(CNC(=O)c2ccc(-c3ccc(N4CCCCC4)nc3)cc2)o1 | -11%
CCC1=C(C(=O)OC)C(c2ccc(C)cc2C)N2C(CC(=O)N3CCCCC3C)=CSC2=N1 (stereo not given) | -3%
CN(C)c1ccc(CNC(=O)c2ccc(NC(=O)N3CCCCc4ccccc43)cc2)cc1 | 11%
CN1C(=O)CO[C@H]2CN(C(=O)C3CC3)C[C@H]21 | 37%[activator][44.1 µM]
COc1ccccc1/C=C/CN1CCCC(CCC(=O)Nc2ccccc2F)C1 (stereo not given) | 8.9µM*
CC(C)(C)NC(=O)N1CCCCCCNC(=O)[C@@H]2C[C@@H](C(=O)N3CCc4ccccc4C3)C[C@@H]21 | 4.5µM*
COc1cccc(-c2nc(-c3nnn4c3COC(c3ccccc3Cl)C4)no2)c1 (stereo not given) | i
COc1ccc(CN2CCC3(Cc4ccccc4CNC3=O)C2)cn1 (stereo not given) | ?
Cc1nnn2c(C(=O)NCc3ccc(Cl)cc3)cccc12 | ?
CN1C[C@@H](NC(=O)COc2ccccc2)C[C@H]1c1nc(-c2cccnc2)no1 | -4%[44.1 µM]

Three compounds already listed, arranged by length of the SMILES, descending.
SMILES | Pf Dd2 inh
CCC1=C(C(=O)OC)C(c2ccc(C)cc2C)N2C(CC(=O)N3CCCCC3C)=CSC2=N1 (stereo not given) | -3%
CCc1nc(-c2c3n(c(=O)n(CC(=O)Nc4c(C)cccc4CC)c2=O)CCCC3)no1 | ?
CN1C[C@@H](NC(=O)COc2ccccc2)C[C@H]1c1nc(-c2cccnc2)no1 | -4%[44.1 µM]

Further structures.
SMILES | Pf Dd2 inh
COCC(=O)N1CCc2nc(-c3ccccc3)nc(-c3ccc(OC)cc3)c2C1 | -8%
Cc1csc(NC(=O)c2nc3c(o2)CCN(Cc2cc(F)ccc2F)CC3)n1 | -15%[44.1 µM]
CCCn1c(SCC(O)c2ccccc2)nc2ccccc21 (stereo not given) | -9%
COc1ccc(CNS(=O)(=O)c2csc(C(N)=O)c2)cc1OC | 70%[activator]
Cc1cc(Cl)ccc1S(=O)(=O)N1CCCC(Cn2c(C)nc3cccnc32)C1 (stereo not given) | ?
COc1ccc(CN2C=C(C(=O)OCc3c(C)noc3C)C(C)=NS2(=O)=O)cc1 | i
COCCNC(=O)[C@@H]1CCC[C@@H](NC(=O)c2ccc(OC)cc2)CN(C)C(=O)C1 | -16%[44.1 µM]
COC(=O)[C@H](Cc1ccc(OC)cc1)NC(=O)[C@H]1CN(S(=O)(=O)c2ccccc2)CCN1S(=O)(=O)c1ccccc1 | ?
Cc1c(Cl)cccc1NC(=O)N1CCC(Oc2ncccc2C(=O)N2CCOCC2)C1 (stereo not given) | 21%
COc1cccc(CN2C(=O)c3ccccc3Sc3ccc(C(=O)NCc4ccccc4)cc32)c1 | ?
Cc1ccc(C)c(NC(=O)C2CCCN2S(=O)(=O)c2ccc3c(c2)CCCC(=O)N3)c1 (stereo not given) | 14%
CCOc1cc(C(=O)N2CCC(Cc3nc(-c4cnccn4)no3)CC2)cc(OCC)c1OCC | i
O=C(Cn1nc2c(cc1=O)CCCCC2)NCCCc1nnc2ccccn12 | -3%
COc1cccc(N2CCN(C(=O)C3CCN(S(=O)(=O)c4c(C)noc4/C=C/c4ccccc4F)CC3)CC2)c1 | 20%
COc1ccccc1-c1ncc2c(n1)OCCN(Cc1ccc(F)cc1F)C2=O | i
CCOc1ccc(NC(=O)Cn2c(=O)n(CCCS(=O)(=O)C3CCCCC3)c(=O)c3ccccc32)cc1 | -11%
CN(Cc1ccccc1C(F)(F)F)C(=O)c1ccccc1Cl | i
CN(C)C[C@@H]1CN(Cc2ccccc2)C[C@H]1NC(=O)c1cnn(C)c1 | 0%
Cc1ccc(C(=O)N2CCC(N3CCCC3=O)CC2)cc1O | -14%
CC(C)(C)C(=O)Nc1nc2c(s1)C[C@@H]1[C@](C)(CO)[C@H](O)CC[C@@]1(C)[C@@H]2CC(=O)O | -10%[44.1 µM]
CN1CC(=O)N(CC(=O)N2CCC3(CC2)[C@H](O)C[C@@H]3OCCO)C1=O | -6%
CCc1ccc(-c2cc(C)no2)cc1S(=O)(=O)Nc1ccc(Cl)cn1 | 43%[activator]
CCOC(=O)C1CCN(C(=O)C2COC3(CCCCC3)N2C(=O)c2cccc(Cl)c2)CC1 (stereo not given) | -17%
Cc1cc(NC(=O)c2cc(-c3cccc(Cl)c3)on2)nn1Cc1ccc(Cl)cc1 | ?
CCc1cccc(C)c1NC(=O)CN1C(=O)C2(SCC(=O)N2c2cc(C)cc(C)c2)c2ccccc21 (stereo not given) | ?
CCNC(=O)[C@@H]1C[C@H](NC(=O)c2cc(C)nn2C)CN1C(=O)c1cc[nH]c1 | -12%
O=C1CN(C(=O)C2CNCC23CCOCC3)CCN1 (stereo not given) | 19%
COc1cccc(Cn2c(NCc3ccc(C)cc3)nc3c2c(=O)n(C)c(=O)n3C)c1 | i
O=C(NC1CCN(c2cnn(Cc3ccccc3)c(=O)c2)CC1)C1CCOCC1 | -21%
O=C(CC1C(=O)OCCN1Cc1ccccc1)Nc1cccc(Cl)c1 (stereo not given) | 10%
COc1ccccc1C(=O)N1CCCN(c2cc(-c3ccc(Br)cc3)[nH]n2)CC1 | ?
Cn1cnc2cc(C(=O)N3CCC4(CC3)OCCCC4O)ccc21 (stereo not given) | 0%
CCOc1ccc2c(n1)CCN(C(=O)Cc1ccccc1C)C2 | ?
Oc1ccc(-c2nc(C3CC3)nc3c2CCN(CC2CCCCC2)CC3)cc1 | ?
CNCc1cccc(C(F)(F)F)c1 | 14%[44.1 µM]
O=C(NC[C@H]1O[C@@H](CC(=O)N2CCOCC2)[C@H](O)[C@@H]1O)Nc1ccc(F)cc1F | 8%[44.1 µM]
Cc1ccc(-c2nnc(C3CN(C(=O)c4cccc(C)c4)CC34CCOCC4)o2)cc1 (stereo not given) | i
Cc1cccc(C(=O)Nc2nc(-c3nnn(-c4cc(C)ccc4C)c3C)ns2)c1 | -13%

Not all compounds are listed. The share of hits here may be higher or lower than overall.
